Screens as filed in PubChem.
human PMI inhibitors: human PMI inhibitors, high substrate, primary screen, biochemical, fluorescence intensity, high mannose 6-phosphate (AID 1220); Mannose-6-phosphate isomerase (Homo sapiens); recombinant PMI enzyme, coupled fluorescence intensity; higher % means a stronger effect; one-dose inhibition, % at 20 µM; IC50 in µM for titrated hits; hit rate 0.66% among 190,000
Siah-1 displacement: Siah-1 peptide-binding antagonists, primary screen, biochemical, fluorescence polarization, rhodamine-plectin, uHTS (AID 1817) | displacement, % at 20 µM, or IC50 in µM where a hit was titrated | E3 ubiquitin-protein ligase SIAH1 (Homo sapiens) | hit rate 0.02% among 290,000 | Siah-1 / rhodamine-plectin peptide fluorescence polarization; higher % means a stronger effect;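 active = displacement of at least 50% at 20 µM, with a fluorescence ratio check between 0.3 and a set limit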;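 note: plate controls were Siah plus tracer with DMSO for no effect and tracer alone without Siah for full effect; strong numbers were not always called active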
P. falciparum M1AAP: P. falciparum M1AAP inhibitors, biochemical, fluorogenic H-Leu-NHMec substrate, 1536-well (AID 1445); inhibition, % at 30 µM, or IC50 in µM where a hit was titrated; hit rate 0.42% among 220,000; Aminopeptidase N (Plasmodium falciparum (isolate 3D7)); recombinant M1AAP, H-Leu-NHMec fluorogenic kinetic assay; higher % means a stronger effect;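 active = primary inhibition above the hit cutoff, then over 50% inhibition at one or more dose response concentrations, cut at about 23% in these data, passing the limit was not always enough; inconclusive = conflicting primary data, or primary hits not chosen for dose response; inactive = low primary inhibition, or under 50% at every dose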;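 note: plate controls were DMSO full reaction for no effect and no enzyme background for full effect; strong numbers were not always called active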
Dynein transport: inhibitors of GR-EGFP nuclear translocation, primary screen, dynein cargo transport inhibitor project, imaging, high-content, 3617.4 mouse cells; hit rate 0.47% among 220,000; test concentration mostly 20 µM; stimulated with dexamethasone, 1 µM; active compounds read low; AID 1381, 2008; z-score, hits read low;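 active = plate z-score of nuclear minus cytoplasmic receptor signal below a set negative limit, without overly bright fluorescence or cell loss, cut at about -3.5 in these data, passing the limit was not always enough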;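 note: z-score of nuclear minus cytoplasmic ring GR-EGFP intensity difference per well; some compounds called inactive have numbers as strong as hits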
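Buffer or medium: tet-free medium with charcoal-stripped serum / Also added: dexamethasone agonist, 1.0 µM final, for 30 min / Timing: induction 48 h, compound 1 h, agonist 30 min / Measured by: high-content fluorescence imaging after fixation / Read-out: nuclear-to-cytoplasmic GR-EGFP distribution per well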
XIAP antagonists: XIAP antagonists, biochemical, IAP family, fluorescence polarization (AID 1018). E3 ubiquitin-protein ligase XIAP (Homo sapiens). XIAP BIR domain, fluorescence polarization peptide displacement; higher % means a stronger effect. displacement, % at 20 µM, or IC50 in µM where a hit was titrated. hit rate 0.007% among 200,000; in the data active = displacement above about 50%; note: a part of the inactive calls stands beside numbers as strong as those of hits
human PMI inhibition: inhibitors of human PMI, primary screen, biochemical, fluorescence intensity, coupled assay (AID 1209). hit rate 0.42% among 190,000. inhibition, % at 20 µM, or IC50 in µM where a hit was titrated. Mannose-6-phosphate isomerase (Homo sapiens). purified PMI enzyme, coupled fluorescence intensity; higher % means a stronger effect;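 note: plate controls were DMSO vehicle for no effect and wells lacking substrate for full effect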
LYP phosphatase: inhibitors of LYP phosphatase, biochemical, fluorescence intensity, uHTS (AID 1779) | Tyrosine-protein phosphatase non-receptor type 22 (Homo sapiens) | recombinant LYP phosphatase, fluorescence intensity; higher % means a stronger effect | inhibition, % at 11.5 µM; hits with a dose series show IC50 in µM | hit rate 0.054% among 290,000;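 note: plate controls were vehicle with enzyme for no effect and no enzyme for full effect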
P. falciparum M17LAP: P. falciparum M17LAP inhibitors, primary screen, biochemical, fluorogenic H-Leu-NHMec substrate, 1536-well (AID 1619); Leucine aminopeptidase (Plasmodium falciparum (isolate 3D7)); recombinant M17LAP, H-Leu-NHMec fluorogenic kinetic assay; higher % means a stronger effect; inhibition, % at 30 µM, or IC50 in µM where a hit was titrated; hit rate 0.38% among 220,000;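 active = compound inhibiting the enzyme by more than half at any dose during confirmatory dose-response retesting; inconclusive = strong single-dose inhibitors picked by rank but not retested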;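 note: plate controls were full reaction with DMSO carrier for no effect and no enzyme background for full effect; strong numbers were not always called active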
AID2073: inhibitors of Mint1-CaV2.2 protein interaction, biochemical, HTRF (AID 2073) | hit rate 0.19% among 290,000 | one-dose inhibition, % at 20 µM; IC50 in µM for titrated hits | HTRF protein-protein interaction, Mint1-CaV2.2; higher % means a stronger effect | Voltage-dependent N-type calcium channel subunit alpha-1B (Homo sapiens); in the data active = inhibition mostly above about 51%, no sharp cut-off; inconclusive = no clear call, values can overlap the other calls; inactive = mostly below about 53%; note: some results filed as inactive read as strong as hits
Dynein transport cytoplasmic EGFP: also measured in Dynein transport; calls as there; z-score; measured here: cytoplasmic GR-EGFP intensity; active compounds read high
Dynein transport nuclear GR-EGFP: second read-out of Dynein transport, no call of its own (marks repeat the call); z-score; measured here: nuclear GR-EGFP intensity;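 lower value marks the stronger effect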
Dynein transport cell count: second read-out of Dynein transport, no call of its own (marks repeat the call); z-score; measured here: cell count per field
* = called active by the depositor. Cut-off read from the data, not from the text of the source, unless noted: active = inhibition above about 50%; inactive = the rest.

`O=C(Nc1ccccc1)c1cc(S(=O)(=O)N2CCOCC2)cs1` gave human PMI inhibitors 2%, Siah-1 displacement -4%, P. falciparum M1AAP 13%, Dynein transport 0.23, XIAP antagonists 1.3%, human PMI inhibition 6%, LYP phosphatase -8%, P. falciparum M17LAP -12%, AID2073 -5%, Dynein transport cytoplasmic EGFP -0.14, Dynein transport nuclear GR-EGFP 0.18 and Dynein transport cell count -0.22.
For CCCCC(=O)OCC(=O)Nc1ccc(C)c(F)c1 the results were human PMI inhibitors 10%, Siah-1 displacement 0%, P. falciparum M1AAP 1%, Dynein transport -0.69, XIAP antagonists -14%, human PMI inhibition 13%, LYP phosphatase -8%, P. falciparum M17LAP 3%, AID2073 -4%, Dynein transport cytoplasmic EGFP -0.32, Dynein transport nuclear GR-EGFP -0.44 and Dynein transport cell count 1.1.
For O=C(CSc1cn(CCNC(=O)c2cccs2)c2ccccc12)NC1CCCC1 the results were human PMI inhibitors 16%, Siah-1 displacement 8%, P. falciparum M1AAP 6%, Dynein transport 0.17, XIAP antagonists 0.5%, human PMI inhibition 16%, LYP phosphatase 3%, P. falciparum M17LAP 14%, AID2073 7%, Dynein transport cytoplasmic EGFP -0.15, Dynein transport nuclear GR-EGFP 0.14 and Dynein transport cell count 0.42.
C[N+]1(CCOS(=O)C23CC4CC(CC(C4)C2)C3)CCOCC1 (stereo unspecified) was read as human PMI inhibitors 6%, Siah-1 displacement 7%, P. falciparum M1AAP 41%, Dynein transport 1.6, XIAP antagonists -2.9%, human PMI inhibition 3%, LYP phosphatase -5%, P. falciparum M17LAP -2%, AID2073 -3%, Dynein transport cytoplasmic EGFP -0.21, Dynein transport nuclear GR-EGFP 1.5 and Dynein transport cell count -1.3.
`CCOC(=O)CNC(=O)Cc1ccc(OC)cc1` gave Siah-1 displacement -2%, P. falciparum M1AAP -4%, Dynein transport 0.59, LYP phosphatase -6%, P. falciparum M17LAP -4%, AID2073 -13%, Dynein transport cytoplasmic EGFP -0.25, Dynein transport nuclear GR-EGFP 0.7 and Dynein transport cell count 0.22.
`CN(C)/C=C/C(=O)c1ccc(S(=O)(=O)c2ccccc2)cc1` gave human PMI inhibitors -2%, Siah-1 displacement 10%, P. falciparum M1AAP 4%, Dynein transport -0.71, XIAP antagonists -4.6%, human PMI inhibition 1%, LYP phosphatase -5%, P. falciparum M17LAP 37%, AID2073 0%, Dynein transport cytoplasmic EGFP -0.2, Dynein transport nuclear GR-EGFP -0.41 and Dynein transport cell count 0.27.
Screening CC(=O)c1ccc(Nc2cnn(C34CC5CC(CC(CC(=O)O)(C5)C3)C4)c(=O)c2Cl)cc1 returned human PMI inhibitors -2%, Siah-1 displacement 23%, P. falciparum M1AAP 10%, Dynein transport -0.36, XIAP antagonists -1.9%, human PMI inhibition -1%, LYP phosphatase -8%, P. falciparum M17LAP 46%, AID2073 0%, Dynein transport cytoplasmic EGFP -0.22, Dynein transport nuclear GR-EGFP -0.22 and Dynein transport cell count -0.7.
CCOc1ccccc1C(=O)Nc1ccccc1O was read as human PMI inhibitors 7%, Siah-1 displacement 5%, P. falciparum M1AAP 12%, Dynein transport -0.58, XIAP antagonists 2.1%, human PMI inhibition 5%, LYP phosphatase -7%, P. falciparum M17LAP 2%, AID2073 0%, Dynein transport cytoplasmic EGFP -0.2, Dynein transport nuclear GR-EGFP -0.021 and Dynein transport cell count 0.89.
COc1ccc(-c2ccc(=O)[nH]n2)cc1 was read as human PMI inhibitors -5%, Siah-1 displacement 2%, P. falciparum M1AAP 1%, Dynein transport 3.1, XIAP antagonists -4.3%, human PMI inhibition -1%, LYP phosphatase -10%, P. falciparum M17LAP 3%, AID2073 2%, Dynein transport cytoplasmic EGFP -0.22, Dynein transport nuclear GR-EGFP 3.4 and Dynein transport cell count -1.7.
Screening COc1ccc(-c2cc(C(=O)NCC(C)C)no2)cc1 returned human PMI inhibitors 6%, Siah-1 displacement 2%, P. falciparum M1AAP 2%, Dynein transport -0.013, XIAP antagonists -13%, human PMI inhibition 16%, LYP phosphatase -3%, P. falciparum M17LAP -13%, AID2073 -2%, Dynein transport cytoplasmic EGFP -0.25, Dynein transport nuclear GR-EGFP 0.43 and Dynein transport cell count 0.59.
For O=C(Cc1ccccc1[N+](=O)[O-])Nc1ccccc1C(=O)N1CCOCC1 the results were human PMI inhibitors 4%, Siah-1 displacement 1%, P. falciparum M1AAP 4%, Dynein transport -0.4, XIAP antagonists 4.1%, human PMI inhibition 3%, LYP phosphatase -2%, P. falciparum M17LAP -2%, AID2073 4%, Dynein transport cytoplasmic EGFP -0.012, Dynein transport nuclear GR-EGFP -0.019 and Dynein transport cell count 0.71.
`Cc1cccc(N(CC(O)CON=C2c3ccccc3-c3ccccc32)S(C)(=O)=O)c1` (stereo unspecified) gave human PMI inhibitors 5%, Siah-1 displacement 5%, P. falciparum M1AAP -1%, Dynein transport -0.79, XIAP antagonists -1.2%, human PMI inhibition 7%, LYP phosphatase 5%, P. falciparum M17LAP 17%, AID2073 5%, Dynein transport cytoplasmic EGFP -0.097, Dynein transport nuclear GR-EGFP -0.16 and Dynein transport cell count 0.24.
`CCOC(=O)c1c(C)nc2c(C#N)cnn2c1C` gave human PMI inhibitors 2%, Siah-1 displacement -4%, P. falciparum M1AAP 9%, Dynein transport 2.4, XIAP antagonists 4.6%, human PMI inhibition 3%, LYP phosphatase -2%, P. falciparum M17LAP 14%, AID2073 14%, Dynein transport cytoplasmic EGFP -0.062, Dynein transport nuclear GR-EGFP 0.96 and Dynein transport cell count -1.7.
For COc1cc(C2C(C(C)=O)=C(O)C(=O)N2c2ccc(C)cc2)ccc1O (stereo unspecified) the results were human PMI inhibitors -8%, Siah-1 displacement -3%, P. falciparum M1AAP 5%, Dynein transport -0.94, XIAP antagonists -3.0%, human PMI inhibition -3%, LYP phosphatase -2%, P. falciparum M17LAP 17%, AID2073 -4%, Dynein transport cytoplasmic EGFP -0.21, Dynein transport nuclear GR-EGFP -0.3 and Dynein transport cell count 0.57.
For O=C(c1cccc(OC(F)F)c1)N1CCN(c2ncccn2)CC1 the results were human PMI inhibitors -2%, Siah-1 displacement 1%, P. falciparum M1AAP 1%, Dynein transport 0.2, XIAP antagonists 1.9%, human PMI inhibition -1%, LYP phosphatase -3%, P. falciparum M17LAP 8%, AID2073 10%, Dynein transport cytoplasmic EGFP -0.14, Dynein transport nuclear GR-EGFP 0.35 and Dynein transport cell count -0.3.
Screening Cc1cc(NC(=O)CSc2nnnn2-c2ccc(C)c(C)c2)no1 returned human PMI inhibitors -7%, Siah-1 displacement -3%, P. falciparum M1AAP 14%, Dynein transport -1.5, XIAP antagonists -5.8%, human PMI inhibition -2%, LYP phosphatase -7%, P. falciparum M17LAP 1%, AID2073 7%, Dynein transport cytoplasmic EGFP -0.36, Dynein transport nuclear GR-EGFP -0.38 and Dynein transport cell count 0.92.
`CC(=O)c1cc(C#N)c(SCC(=O)OC(C)(C)C)nc1C` gave human PMI inhibitors 5%, Siah-1 displacement 0%, P. falciparum M1AAP 0%, Dynein transport -0.29, XIAP antagonists -5.7%, human PMI inhibition 4%, LYP phosphatase -2%, P. falciparum M17LAP 5%, AID2073 2%, Dynein transport cytoplasmic EGFP -0.24, Dynein transport nuclear GR-EGFP 0.0032 and Dynein transport cell count 0.79.
C=CCSc1nnc(Cc2c(C)[nH]c3ccccc23)o1 was read as human PMI inhibitors 3%, Siah-1 displacement 0%, P. falciparum M1AAP 1%, Dynein transport 0.075, XIAP antagonists -0.9%, human PMI inhibition -6%, LYP phosphatase -5%, P. falciparum M17LAP 16%, AID2073 5%, Dynein transport cytoplasmic EGFP -0.35, Dynein transport nuclear GR-EGFP 0.34 and Dynein transport cell count 1.6.
CCc1cccc2c(C(=O)C(F)(F)F)cn(CC(=O)NCC3CCCO3)c12 (stereo unspecified) was read as human PMI inhibitors 6%, Siah-1 displacement 0%, P. falciparum M1AAP 11%, Dynein transport 0.39, XIAP antagonists -6.3%, human PMI inhibition 7%, LYP phosphatase -5%, P. falciparum M17LAP 1%, AID2073 -16%, Dynein transport cytoplasmic EGFP -0.17, Dynein transport nuclear GR-EGFP 0.22 and Dynein transport cell count -0.05.
`COc1cc(C)nc(NS(=O)(=O)c2ccccc2)n1` gave human PMI inhibitors 8%, Siah-1 displacement 2%, P. falciparum M1AAP 0%, Dynein transport 0.84, XIAP antagonists -0.4%, human PMI inhibition 7%, LYP phosphatase -4%, P. falciparum M17LAP 2%, AID2073 1%, Dynein transport cytoplasmic EGFP -0.3, Dynein transport nuclear GR-EGFP 0.71 and Dynein transport cell count 0.84.
Screening COCCCNC(=O)C1CCCN(C(=O)Nc2ccc(OC)cc2)C1 (stereo unspecified) returned human PMI inhibitors 6%, Siah-1 displacement -2%, P. falciparum M1AAP -1%, Dynein transport 0.41, XIAP antagonists 3.3%, human PMI inhibition 5%, LYP phosphatase 0%, P. falciparum M17LAP 21%, AID2073 -5%, Dynein transport cytoplasmic EGFP -0.21, Dynein transport nuclear GR-EGFP 0.29 and Dynein transport cell count 0.091.
For Cc1csc(=Nc2ccc(S(=O)(=O)N3CCOCC3)cc2)n1Cc1ccco1 the results were human PMI inhibitors 5%, Siah-1 displacement 5%, P. falciparum M1AAP 5%, Dynein transport -0.15, XIAP antagonists 1.0%, human PMI inhibition 4%, LYP phosphatase 3%, P. falciparum M17LAP 12%, AID2073 7%, Dynein transport cytoplasmic EGFP -0.19, Dynein transport nuclear GR-EGFP 0.094 and Dynein transport cell count -0.072.
`CN(C)CC#Cc1cncc(C(=O)NNC(=O)Nc2ccc(Cl)cc2)c1` gave Siah-1 displacement -1%, P. falciparum M1AAP 11%, Dynein transport -0.29, LYP phosphatase -7%, P. falciparum M17LAP 5%, AID2073 inconclusive, Dynein transport cytoplasmic EGFP -0.27, Dynein transport nuclear GR-EGFP -0.18 and Dynein transport cell count 0.47.
